ssDAF-12 act = S. stercoralis DAF-12 activation, primary screen. AID 652126. activation, % at 6.8 µM. HEK293 ssDAF-12/GRIP1 lit1-tk-luc reporter, luminescence; % of 3 µM dafachronic acid response. 370,000 tested, 1% active;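 active = activation above the mean over all tested compounds plus 3 SD, cut at about 0.9% in these data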;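 note: 0% = DMSO-only wells and 100% = 3 µM delta7-dafachronic acid wells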
DAX1 inh-1 = inhibitors of DAX1 repression of SF-1 activated StAR promoter. 370,000 tested, 1.1% active. inhibition, % at 6.8 µM. AID 652010. HEK293T StAR-luciferase reporter, SF-1/DAX-1 repression relief;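 active = inhibition above the mean over all tested compounds plus 3 SD, cut at about 3.6% in these data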;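 note: 0% = DAX-1 cells with DMSO and 100% = cells lacking DAX-1 with DMSO; higher inhibition means more luminescence from relief of DAX-1 repression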
GAA850 FXN act = activators of GAA850 frataxin (FXN) promoter; HEK293 lucGAA850 FXN promoter luciferase reporter, 24 h; percent of 10 µM SAHA response; activation, % at 6 µM; 360,000 tested, 0.56% active; AID 540364;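 active = activation above the average of all compounds screened plus 3 SD, cutoff fixed separately per campaign, cut at about 7.5% in these data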;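 note: 0% = DMSO wells and 100% = 10 µM SAHA wells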
ADAM10 inh = inhibits human ADAM10; O14672; recombinant ADAM10, EDANS/DABCYL FRET peptide cleavage, 3 h; inhibition, % at 7 µM; 370,000 tested, 0.62% active; AID 720582;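 active = inhibition above a per-campaign cutoff equal to the mean of compounds falling between control-based bounds plus 3 SD, cut at about 20% in these data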;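 note: 0% = DMSO wells while the 100% control is not disclosed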
NPR1 activator = GC-A (human) enzyme activation; 370,000 tested, 0.14% active; HEK293 GC-A cells, cGMP TR-FRET, EC30 ANP; 0% at EC30 ANP, 100% saturating ANP; activation, % at 10 µM; P16066; in the data active = activation above about 40%
hgDAF12 agonist = hgDAF-12 agonism, primary luciferase screen | HEK293 GAL4-hgDAF12 UAS-luciferase reporter, agonist luminescence; normalized to butyrate control | activation, % at 6.8 µM | 370,000 tested, 1.8% active;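 active = activation above a cutoff set at the mean of all screened compounds plus 3 SD, cut at about 10% in these data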;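 note: 0% = DMSO wells and 100% = sodium butyrate wells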
SMARCA2 activ = activators of SMARCA2 function | MG213 cells, MMTV-luciferase reporter, dexamethasone, overnight | activation, % at 9.1 µM | 370,000 tested, 1% active | AID 652017; in the data active = activation above about 7.8%;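 note: 0% = vehicle wells and 100% = reference activator wells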
hcDAF-12 act = activators of H. contortus DAF-12 nuclear receptor | HEK293 hcDAF-12 lit1-tk-luc reporter, luminescence; 0% DMSO, 100% Δ7-dafachronic acid | activation, % at 6.8 µM | 370,000 tested, 1.4% active | AID 652067;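 active = activation above the mean of all tested compounds plus 3 SD, cut at about 5.5% in these data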;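 note: 100% = response to 3 µM Δ7-dafachronic acid high control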
DAX1 inh-2 = inhibits human nuclear receptor DAX1 | P51843 | HEK293 Gal4-DAX1 luciferase reporter, luminescence | inhibition, % at 6.75 µM | 340,000 tested, 0.99% active | AID 504766;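 active = inhibition above the mean over all tested compounds plus 3 SD, cut at about 4.2% in these data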;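 note: 0% = DAX1-transfected cells with DMSO and 100% = empty-vector control cells with DMSO; inhibition shows as a rise in luminescence from relieved DAX1 repression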
GC-B act = GC-B (human) receptor activation; 370,000 tested, 0.11% active; activation, % at 10 µM; P20594; HEK293-GC-B cells, CNP EC30, cGMP TR-FRET; 0% at EC30 CNP, 100% saturating CNP;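 active = activation at 10 µM reaching about 35% in either raw or pattern-adjusted values, limit read from the data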
Target sequence (P20594 whole entry, looked up): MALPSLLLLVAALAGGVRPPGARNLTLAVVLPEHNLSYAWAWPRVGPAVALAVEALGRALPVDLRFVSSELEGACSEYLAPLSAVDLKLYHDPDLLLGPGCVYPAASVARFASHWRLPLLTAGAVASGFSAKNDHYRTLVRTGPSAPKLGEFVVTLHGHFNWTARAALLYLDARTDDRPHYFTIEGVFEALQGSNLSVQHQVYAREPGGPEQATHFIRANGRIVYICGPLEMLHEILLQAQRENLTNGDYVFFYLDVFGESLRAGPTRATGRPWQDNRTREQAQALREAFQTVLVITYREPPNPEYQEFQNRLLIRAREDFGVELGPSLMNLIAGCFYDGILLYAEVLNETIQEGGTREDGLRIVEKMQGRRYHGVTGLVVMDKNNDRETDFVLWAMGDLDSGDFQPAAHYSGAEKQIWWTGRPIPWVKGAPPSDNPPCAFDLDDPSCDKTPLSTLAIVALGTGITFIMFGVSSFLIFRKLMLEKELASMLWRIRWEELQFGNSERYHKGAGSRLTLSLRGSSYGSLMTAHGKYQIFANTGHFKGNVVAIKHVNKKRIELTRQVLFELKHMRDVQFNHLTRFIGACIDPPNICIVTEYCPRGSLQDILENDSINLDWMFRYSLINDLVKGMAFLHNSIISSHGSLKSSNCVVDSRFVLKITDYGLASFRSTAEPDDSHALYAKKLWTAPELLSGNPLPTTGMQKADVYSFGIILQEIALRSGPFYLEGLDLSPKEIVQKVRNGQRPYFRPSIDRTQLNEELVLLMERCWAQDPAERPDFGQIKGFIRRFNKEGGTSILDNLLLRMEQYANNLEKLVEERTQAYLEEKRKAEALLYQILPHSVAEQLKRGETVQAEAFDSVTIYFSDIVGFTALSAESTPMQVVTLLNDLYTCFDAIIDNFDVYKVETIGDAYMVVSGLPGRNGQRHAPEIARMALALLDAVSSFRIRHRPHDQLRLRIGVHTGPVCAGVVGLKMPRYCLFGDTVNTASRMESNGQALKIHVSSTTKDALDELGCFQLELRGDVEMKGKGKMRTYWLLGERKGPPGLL
sPLA2-III inh = Blocks human group III sPLA2 activity | inhibition, % at 12.2 µM | 370,000 tested, 0.56% active | Q9NZ20 | QFRET BODIPY PC-A2 liposome hydrolysis, fluorescence | AID 743126;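 active = inhibition above mean plus 3 SD of compounds lying within the high and low control bounds, cut at about 19% in these data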;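 note: 0% = median of test compound wells and 100% = no enzyme DMSO wells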
Active calls of the source: *; i = inactive; nt = no result given.

SMILES	ssDAF-12 act	DAX1 inh-1	GAA850 FXN act	ADAM10 inh	NPR1 activator	hgDAF12 agonist	SMARCA2 activ	hcDAF-12 act	DAX1 inh-2	GC-B act	sPLA2-III inh
O=C(Cc1ccc(Cl)cc1)NNC1CC(=O)N(c2ccc3ccccc3c2)C1=O (configuration not stated)	0.5	0.9	3.4	14	-5	2.5	-3	1.9	2.6	-1	-20
CC(C)(C)OC(=O)N/N=C\c1ccc[nH]1	-0.7	-0.2	3.0	-2	3	8.5	2	-0.3	3.2	5	4
CN(C)S(=O)(=O)Oc1cccc(C(=O)Nc2ccc(Cl)c(Cl)c2)c1	-1.6	-0.9	3.1	1	2	3.1	-4	1.1	-1.1	-2	-49
CN(C)c1ccc(/C=N/n2c(COc3ccccc3)n[nH]c2=S)cc1	-1.2	-0.1	3.8	-29	0	0.7	1	-0.3	-1.2	-4	4
Cc1nn(-c2ccccc2)c(N)c1N=O	-1.4	-0.4	-1.1	-5	-2	2.9	-5	1.7	nt	0	-3
CCCCOc1ccc(-c2c(C#N)c(N)[nH]c(=S)c2C#N)cc1	-1.2	-0.1	2.1	1	4	-1.8	-4	-0.2	nt	1	2
COc1ccc2c3n(nc2c1)CCN=C3c1ccc(Cl)cc1	0.3	-0.2	3.4	-8	-1	-0.4	2	3.4	0.8	2	6
O=C(O)CSc1nc2ccccc2n1Cc1ccccc1	-0.8	-1.1	1.8	-3	1	2.0	0	0.2	-0.3	0	-3
CC(=O)Nc1ccc(S(=O)(=O)Nc2nc3ccccc3nc2N2CCOCC2)cc1	-0.9	-0.5	1.6	-7	-3	-3.1	-4	-0.8	0.3	-3	11
COC(=O)c1cc(S(=O)(=O)Nc2c(C)cccc2C)cn1C	-1.7	-0.6	-3.4	-4	-1	-0.6	-5	2.0	0.7	1	-4
CC1(C)OC(=O)C2=C(CC(c3ccccc3)OC2CCc2ccccc2)O1 (configuration not stated)	-1.4	-1.2	0.8	8	4	0.1	-1	-0.9	-0.1	5	-4
COc1ccccc1NC(=O)C(C)NS(=O)(=O)c1ccccc1 (configuration not stated)	-1.0	0.2	0.2	-14	-2	2.9	-1	-0.7	-0.2	6	1
CSc1nc2c(c(=O)[nH]1)C(c1cccc(Br)c1)CC(=O)N2 (configuration not stated)	-0.8	-0.2	0.4	-5	0	-2.1	0	1.0	-0.5	-1	2
CCc1cccc(NC(=O)Nc2cccs2)c1	-0.2	0.3	-0.4	-1	8	7.8	6	1.9	0.5	-1	-7
O=C(c1cccnc1)N1CCC(c2nc3ccccc3[nH]2)CC1	-1.5	-0.4	nt	-3	6	-1.7	1	-1.5	nt	2	-2
COC(C[C@H](O)C[C@H](O)COCc1ccccc1)OC	-1.3	-0.3	-2.4	1	-2	2.3	1	-0.3	2.0	4	6
Cn1c(=O)n(C)c2cc(S(=O)(=O)Nc3ccccc3O)ccc21	-0.4	-0.3	-1.4	-11	2	1.3	-4	-0.1	1.4	2	14
CSCCNC(=O)C1(C)CCN1C(=O)c1cc(C)n(C)n1 (configuration not stated)	-0.6	1.9	1.4	-11	0	0.6	-3	-0.4	nt	-5	0
CC(=O)N1c2ccc(S(=O)(=O)NCCC(=O)Nc3ccc(C)c(F)c3)cc2CC1C (configuration not stated)	-0.8	-1.0	-0.1	7	1	-0.3	-2	-1.4	0.1	6	-12
C=CCNC(=O)C1CC(c2cccc(OC)c2)=NO1 (configuration not stated)	-1.3	0.4	0.4	5	4	0.6	-1	-0.4	-1.0	2	3
COc1ccc(N2CSC3=C(C#N)C(c4ccc(OC)c(OC)c4)CC(=O)N3C2)c(OC)c1 (configuration not stated)	-1.3	-1.2	0.1	-12	-1	-0.4	-1	-0.6	0.1	2	4
COc1cc(NC(=O)CSc2c3c(nc4ccccc24)CCC3)cc(OC)c1OC	-1.7	-0.5	-3.0	4	-5	-1.7	-2	-1.2	0.2	-3	0
COc1ccc2c(c1)N(C(=O)CSc1n[nH]c(C)n1)C(C)(C)C=C2C	-1.1	-0.5	0.5	-6	8	-1.6	0	-1.9	-2.5	2	0
CCC(C)(NC(=O)c1cccc(N2C(=O)CSC2c2ccccc2)c1)C(=O)Nc1ccccc1C (configuration not stated)	-0.8	-1.0	-4.8	-1	-4	-2.7	-1	-2.0	0.2	-1	-15
COc1ccc(/C=C(\C#N)C(=O)NCc2ccccc2)cc1O	-0.9	-0.1	-0.3	-2	4	0.8	1	-0.3	0.4	-5	-9
(cont.)
SMILES	ssDAF-12 act	DAX1 inh-1	GAA850 FXN act	ADAM10 inh	NPR1 activator	hgDAF12 agonist	SMARCA2 activ	hcDAF-12 act	DAX1 inh-2	GC-B act	sPLA2-III inh
CC(Oc1ccc(Br)cc1)C(=O)O/N=C(\N)c1ccncc1 (configuration not stated)	-1.3	-3.7	-2.9	7	-12	-1.7	12*	-0.6	-0.3	-7	-3
COc1cc(C(=O)NCc2cccs2)ccc1OCc1c(C)noc1C	-1.3	-0.5	-0.5	-7	-1	-2.0	6	-1.9	1.7	2	-3
CC(=O)c1cccc(OCC(=O)N(Cc2ccco2)c2c(N)n(Cc3ccccc3)c(=O)[nH]c2=O)c1	-0.8	-1.3	-1.8	-15	0	0.0	-4	-0.7	-0.4	-2	9
Cc1ccc(-c2n[nH]c(=O)c3ccccc23)cc1S(=O)(=O)N(C)CCO	-1.5	0.4	-0.3	0	1	-2.1	0	-1.2	0.6	3	-1
CCOc1cc(/C=N/NC(=O)Cn2nc([N+](=O)[O-])cc2C)ccc1OCc1ccc(F)cc1	-1.1	-0.1	-1.3	-5	1	-1.7	-2	-1.3	-0.2	5	5
COc1ccc(NC(=O)C/C(C)=N/NC(=O)CCc2ccccc2)c(OC)c1	-0.6	0.3	0.9	1	0	0.9	5	2.0	-0.5	6	-3
COc1cc(OC)cc(C(=O)N2CCC(N3CCN(c4ccccc4OC)CC3)CC2)c1	-1.6	0.5	-0.3	-17	1	-5.7	-3	-0.6	0.1	5	11
CC(C)(C)NC(=O)COC(=O)/C=C/c1ccc(F)cc1	-1.2	0.4	1.2	-11	5	1.7	1	-2.2	1.6	6	10
COc1cccc(NC(=O)CSc2nc3n[nH]c(C)c3c(=N)n2-c2cccc(OC)c2)c1	-1.3	-0.6	-0.8	12	-8	-0.9	3	-2.1	-0.1	-11	-17
COc1ccc(N2CCN(C(=S)NC(C)c3ccccc3)CC2)cc1 (configuration not stated)	-1.5	0.0	0.5	0	1	-1.5	-2	-1.7	-0.3	2	0
O=C(COC(=O)COc1ccc(Cl)cc1)NCCNC(=O)COC(=O)COc1ccc(Cl)cc1	-1.0	-0.5	1.3	-8	15	3.9	-2	0.3	-0.1	-6	-3
CC(=O)/C=C/c1ccccc1O	-1.4	-0.5	1.1	-2	2	-1.5	2	-1.5	-1.0	1	0
CC(C)(C)c1cc(Br)c(O)c(N=Nc2ccc(S(=O)(=O)N3CCOCC3)cc2)c1	-1.3	0.1	3.1	-3	-2	-1.0	-1	0.2	0.0	2	-5
CCn1c(SCC(=O)Nc2cc(F)ccc2C)nnc1-c1ccccc1O	-1.9	-0.9	-0.3	-1	0	-2.0	0	-1.2	-0.3	0	-7
CCn1c(-c2ccncc2)n[nH]c1=S	-1.5	-0.8	2.4	1	3	-2.3	0	1.2	0.8	-3	3
CCC(=O)N1CCc2cc(Br)c(S(=O)(=O)NCCN3CCCCC3CC)cc21 (configuration not stated)	-1.5	-1.0	0.1	-20	5	-2.2	-2	0.6	0.1	9	16
O=C(C1CC(=O)N(c2ccc(Br)cc2)C1)N1CCCC1 (configuration not stated)	-0.6	-1.9	-0.1	-2	0	3.8	0	3.7	1.5	-2	-1
Cc1ccc(CCC(=O)Nc2ccc([N+](=O)[O-])cc2)o1	-1.8	-0.4	1.8	-9	-1	1.9	-2	-0.7	0.3	2	-15
CC(C)OCCCNC(=O)c1ccc(CN2CCc3ccccc3C2)cc1	-1.8	-1.9	-0.5	-3	5	-4.9	-2	-4.1	-1.8	6	8
CC1CCc2c(C(=O)NCc3ccco3)csc2C1 (configuration not stated)	-1.3	0.3	3.8	-6	-4	-0.3	3	-0.4	-0.5	3	-9
C[C@H](CO)NC(=O)[C@@H]1C[C@H]1[C@@H](NP(=O)(c1ccccc1)c1ccccc1)c1ccccc1	-1.5	0.1	-1.0	5	-19	-0.9	0	-0.5	0.4	-17	6
NC(=O)c1ccc2c(=O)c(O)c(-c3cc(Cl)c(N)c(Cl)c3)[nH]c2c1	-1.4	0.6	0.0	i	19	-1.2	-1	-1.9	0.6	13	18
O=C(c1cn(-c2ccccc2)nc1-c1ccccc1)N1CCOCC1	-1.0	-0.7	3.0	-3	0	0.1	0	0.3	2.1	0	3
Cc1noc(C)c1S(=O)(=O)N1CCCC(C(=O)NCCC2=CCCCC2)C1 (configuration not stated)	-0.6	0.6	2.2	2	-5	1.0	-2	-0.3	-0.7	3	-4
COc1ccc(-c2nnc(Sc3nc4ccccc4o3)c3ccccc23)cc1	-1.4	-1.1	-4.8	-11	1	1.9	-3	-0.7	-0.3	4	0
Other records:
SMILES	ssDAF-12 act	DAX1 inh-1	GAA850 FXN act	ADAM10 inh	NPR1 activator	hgDAF12 agonist	SMARCA2 activ	hcDAF-12 act	DAX1 inh-2	GC-B act	sPLA2-III inh
Cc1cc(C)cc(-n2c(SCC(=O)NCc3ccco3)nc3ccccc3c2=O)c1	-0.5	-0.3	7.3	-1	-2	-3.9	-1	-1.7	-0.6	1	18
CCNC(=O)N(CC)C[C@H]1N[C@@](C)(C(=O)OC)[C@H]2C(=O)N(C)C(=O)[C@@H]12	-0.9	1.1	-1.0	4	-2	1.7	-3	-0.2	-1.7	-2	6
O=C(COC(=O)CCC1CCCC1)Nc1ccccc1OC(F)F	-1.0	0.9	-2.1	7	0	-2.6	0	-0.8	-0.4	0	-4
CN(C)S(=O)(=O)c1ccc2c(c1)C(CC(=O)O)NC2=O (configuration not stated)	-0.9	0.0	0.4	-2	1	1.0	1	0.8	1.6	-3	1
NC(=O)c1ccc(N2CCN(c3ncc(C(F)(F)F)cc3Cl)CC2)cc1	-0.7	0.4	0.9	-1	1	0.1	-1	-1.9	-0.7	2	-4
Nn1c(SCC(=O)Nc2nccs2)nnc1-c1cc(-c2ccc(F)cc2)n[nH]1	-1.4	1.0	nt	4	-1	3.0	-2	0.3	nt	-7	3
COc1ccc(NC(=O)c2ccc3c(=O)n(-c4ccc(OC)cc4OC)c(=S)[nH]c3c2)cc1	-2.1	-2.6	-0.5	24*	-2	-4.2	-2	-2.5	-0.9	-4	3
COC(=O)c1cc(C(=O)N2CCN(c3cccc(Cl)c3)CC2)cc([N+](=O)[O-])c1	-1.0	-0.4	-1.6	-15	-7	-1.8	-3	-1.4	-1.0	5	-5

Assay outcomes (PubChem BioAssay)
